# Screening data as filed in PubChem BioAssay.
# GCN5L2 inh = inhibitors of human GCN5L2 histone acetyltransferase | AID 504327 | 390,000 tested, 0.21% active | Q92830 | Potency, µM (series often up to 58.9 µM), for inactives: at the top dose activity change, negative = inhibition, most hits filed as inhibitors | GCN5L2 HAT assay, ThioGlo1 CoA-SH fluorescence
#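 Free CoA generated was detected with ThioGlo1 (50uM) fluorescence at Ex340nm/Em540nm, read immediately and after 20 min at room temperature. Enzyme, 20 nM in HEPES pH 7.5 buffer, saw compounds 15 min before adding 75uM H3(1-25) peptide and 70uM acetyl-CoA.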
# N370S GC mod = inhibitors or activators of N370S glucocerebrosidase for Gaucher disease | Potency, µM (titrated, usually from 59.4 µM), for inactives: top-dose activity change, negative = inhibition, actives largely listed as inhibitors | AID 2101 | N370S GC spleen homogenate, 4MU-glucoside fluorescence | 330,000 tested, 0.092% active | P04062;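 further: 0% = full enzyme activity and -100% = no enzyme basal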
# FEN1 inh = human FEN1 inhibition | P39748 | Recombinant FEN1 flap cleavage, fluorescence, 15 min | Potency, µM (highest dose often 114 µM), for inactives: at the top dose activity change, negative = inhibition, hits mostly inhibitors | 390,000 tested, 0.35% active | AID 588795; further: nearly all actives have a fitted effect of over 65% in size
# Target sequence (P39748 whole entry, looked up): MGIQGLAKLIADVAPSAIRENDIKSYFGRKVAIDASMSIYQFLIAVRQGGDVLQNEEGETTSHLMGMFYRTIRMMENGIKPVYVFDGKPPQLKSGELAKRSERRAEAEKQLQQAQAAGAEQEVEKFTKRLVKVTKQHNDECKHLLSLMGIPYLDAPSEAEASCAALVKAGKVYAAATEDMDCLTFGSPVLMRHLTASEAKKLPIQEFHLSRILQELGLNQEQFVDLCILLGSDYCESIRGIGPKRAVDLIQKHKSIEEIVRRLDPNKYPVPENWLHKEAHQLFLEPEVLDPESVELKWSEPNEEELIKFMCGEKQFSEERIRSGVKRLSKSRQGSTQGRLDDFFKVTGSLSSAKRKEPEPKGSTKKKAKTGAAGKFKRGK
#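 FEN1 at 10 nM preincubated with compounds 15 min at room temperature, then flap DNA substrate added at 50 nM final. Signal read at 0 and 15 min; concentration-response fitted with four-parameter Hill equation.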
# Starred values were filed as active, the others as inactive; ? = inconclusive; · = not tested or not shown; & = joins results of further samples; [ ] = remark or other dose. The call rests on the fitted dose curve; in most records, active means well fitted curve in the direction sought with a large enough effect; inconclusive means small, poorly fitted or top-dose-only effect, or another doubt; inactive means no such curve, though single readings can be large; an effect the other way counts as inactive or inconclusive. Unless noted, on the % scale 0 is the no-effect control and ±100 the full control effect; potency means the concentration at half of the fitted maximal effect.
SMILES,GCN5L2 inh,N370S GC mod,FEN1 inh
O=S(=O)(c1ccc(NC(=S)Nc2ccc3c(c2)OCO3)cc1)N1CCOCC1,1%,-7%,-1%
Cc1ccc(NC(=O)CN(C)S(=O)(=O)c2cccc3cccnc23)cc1,1%,-2%,-1%
COc1ccc(Cn2cnc3c([N+](=O)[O-])c(C)c(C)cc32)cc1,-7%,15%,-20%
COc1ccc(-n2c(SCC(=O)Nc3ccccc3)nc(O)cc2=O)cc1,-19%,11%,18%
COCCCn1c(C(=O)Nc2ccc3c(c2)OCO3)cc2c(=O)n3ccccc3nc21,-7%,-9%,?
COc1ccc(OC)c(NC(=O)COC(=O)c2ccc(-n3cnnn3)cc2)c1,-6%,-3%,2%
Cc1ccc(S(=O)(=O)CCC(=O)Nc2ccccc2C)cc1,1%,-4%,-5%
C[C@@H](NC(=O)c1nc[nH]c1C(=O)NCCCCCNC(=O)OC(C)(C)C)c1ccccc1,-3%,·,-23%
O=C(N/N=C/c1ccc([N+](=O)[O-])cc1)c1cc2ccccc2o1,-7%,-3%,2%
c1ccc2c(N3CCCCC3)nnc(N3CCCCC3)c2c1,2%,0%,·
O=C(NCc1ccccn1)Nc1cc(Cl)ccc1Cl,-12%,3%,-19%
O=C(Cn1cc(C(F)(F)F)cc(Cl)c1=O)NC1CCS(=O)(=O)C1 (centres undefined),2%,·,-2%
CCOc1ccc(-n2c(=S)sc3c(=O)[nH]c(SCC(=O)N4CCC(C)CC4)nc32)cc1,-4%,7%,-13%
CCn1c(C(C)NC(=O)c2cccs2)n[nH]c1=S (centres undefined),0%,-8%,9%
O=C1C=C(Nc2ccc(O)cc2)CC(c2ccco2)C1 (centres undefined),-5%,15%,9%
CC(C)(C)C1COc2ccccc2N1C(=O)c1ccccc1Cl (centres undefined),-3%,11%,4%
C/C(=N\n1c(C)cc(C)c(C#N)c1=O)c1cccs1,-3%,0%,7%
Cc1ccc(N2CC(C(=O)Nc3ccc(S(=O)(=O)NCC4CCCO4)cc3)CC2=O)cc1 (centres undefined),5%,12%,10%
Cn1cc(CN(Cc2ccccc2)C[C@@H]2CCC(=O)N2)c(-c2ccccc2F)n1,0%,-5%,-6%
O=C(O)c1ccccc1NS(=O)(=O)c1cccc(N=Nc2c(O)[nH]c(=S)[nH]c2=O)c1,-9%,-5%,-10%
CCOC(=O)N1CCN(c2cc(=O)n(-c3ccc(OCC)cc3)c(=O)[nH]2)CC1,-1%,-3%,-20%
O=C1/C(=C/c2cccc([N+](=O)[O-])c2)Oc2cc(O)ccc21,-4%,-7%,-11%
O=C(Nc1ccc(F)cc1)c1ccc(S(=O)(=O)NCc2cccnc2)cc1,3%,-5%,-2%
CC(C)c1ccc(/C=C/C2=NNC(=O)CC2)cc1,-16%,9%,1%
Fc1cccc(/C=N/Nc2ccc3ccccc3n2)c1,-10%,3%,-22%
SMILES,GCN5L2 inh,N370S GC mod,FEN1 inh
COc1ccc(-c2nnc(OC)c3ccccc23)cc1,-3%,4%,-15%
CN(C(=O)c1ccc(S(=O)(=O)N2CCCCC2)cc1)C1CCS(=O)(=O)C1 (centres undefined),-5%,-5%,8%
COc1ccc(CN2CC[C@@H](N3CCOCC3)[C@H](O)C2)cc1F,-15%,4%,1%
C/C=C(/C)C(=O)O[C@@H]([C@H](O)c1cc2ccc(=O)oc2cc1OC)C(C)(C)O[C@@H]1O[C@H](CO)[C@@H](O)[C@H](O)[C@H]1O,-1%,·,-15%
O=S(=O)(c1ccccc1OC(F)(F)F)N1CCN(c2ccnc3cc(Cl)ccc23)CC1,-16%,?,-23%
O=c1c(-c2ccc(Cl)cc2)cnc2n1CCS2,-29%,-2%,4%
CC(CNC(=O)CCCn1c(=O)c2cccn2c2cccnc21)c1ccccc1 (centres undefined),-1%,·,12%
Cc1ccc(NC(=O)C2CCN(C(=O)c3cccs3)CC2)cc1,-1%,4%,-10%
Cc1cc(C)n2nc(CNS(=O)(=O)c3cccc(Cl)c3)nc2n1,-3%,·,-15%
Cc1ccc(C(=O)NCC(=O)N(C)CC(=O)Nc2c(Cl)cccc2Cl)s1,3%,-2%,3%
CC(C)c1nnc(NC(=O)CCC(=O)NCC2CCCO2)s1 (centres undefined),3%,2%[2.35 µM],1%
CCc1ccc(N(CC)C(=O)Cc2c(C(=O)O)n(C)c3ccccc23)cc1,-3%,?,-5%
O=C(COc1cccnc1[N+](=O)[O-])N1CCC(Cc2ccccc2)CC1,-4%,·,-18%
C=CCc1ccc(OCCOCCN(C)C)c(OC)c1,-1%[0.501 µM],1%,-4%
CC(Sc1ccc2nnc(-c3ccc(F)cc3)n2n1)C(=O)O (centres undefined),-7%,4%,-16%
CC(NC(=O)CC1CCCCC1)c1ccccc1 (centres undefined),?,-12%,2%
Cc1ccc(CN(C)C2CCN(C)CC2)cc1,-2%,-3%,8%
COc1cc(OC)nc(Oc2ccc(N)c(C)c2)n1,14%,-20%,0%
CCCCN(Cc1ccccc1)S(=O)(=O)c1cc(Br)cc2c1N(C(C)=O)C(C)C2 (centres undefined),-2%,23%,-12%
CCS(=O)(=O)N1CCc2cc(C(=O)NCc3ccc(OC)cc3)ccc21,2%,·,-10%
O=C(CSc1nnc(-c2ccc(Br)cc2)n1C1CCCCC1)N1CCCC1,9%,3%,-13%
CCOc1ncccc1C(=O)NNC(=O)c1cccc(S(=O)(=O)Nc2ccccc2OC)c1,-17%,-10%,1%
COc1ccc(-c2nnc3n2N=C(C)CS3)cc1OC,0%,-11%,-4%
Cn1c(N)c(C(=O)CSc2nnc(N)s2)c(=O)n(C)c1=O,1%,·,0%
CCOc1ccccc1C1C2=C(COC2=O)Nc2cc3c(cc21)OCO3 (centres undefined),-3%,7%,-17%
SMILES,GCN5L2 inh,N370S GC mod,FEN1 inh
Cc1cccc(NC(=O)Cn2cnc3c(cnn3-c3ccc(F)cc3)c2=O)c1C,-5%,-5%,-13%
COc1c(C(=O)Nc2nnc(C3CC3)s2)csc1Cl,1%,-14%,-18%
Cc1cc(NC(=O)CSc2nc(CC(C)(C)C)nc3c2c(=O)n(C)c(=O)n3C)no1,-7%,-7%,-3%
O=C(Cc1cccc(NC(=O)C2CCN(C(=O)C3CCCC3)CC2)c1)Nc1cccc(C(=O)N2CCCC2)c1,-7%,·,14%
O=C(Nc1nnc(S(=O)(=O)Nc2ccccc2)s1)C1CCCCC1,-6%&-6%,-2%,-5%&4%
C/C(CC(C)C)=N\Oc1nc(C)cc(C)n1,0%,-8%,-9%
CCn1c(SCC(=O)Nc2ccc3[nH]c(=O)[nH]c3c2)nc2ccccc21,-1%,·,-15%
Cc1csc2nc(-c3cccc(NC(=O)c4ccccc4F)c3)cn12,-19%,·,0%
Cn1c(=O)n(Cc2ccc(F)cc2)c(=O)c2c1nc1n2CCCN1Cc1ccccc1,-12%,12%,-17%
CC1=C(C(=O)OC2CCCCC2)C(c2ccccc2F)NC(=O)N1 (centres undefined),-2%,-1%,2%
COc1ccc(C(=O)NCC(=O)OCC(=O)N(C)c2ccccc2)cc1,4%,7%,-10%
Cc1ccc(C(C)NC(=O)c2c(C)noc2C)cc1C (centres undefined),-6%,4%,-5%
Cc1onc(-c2ccccc2)c1C1=N/C(=C\c2ccccc2F)C(=O)O1,-4%,7%,8%
Cc1cc(C)nc(/N=C2\NC(=O)CC(C(=O)O)N2c2cccc(Cl)c2)n1 (centres undefined),1%,7%,·
COc1ccccc1NC(=O)C(C)OC(=O)CSCC(=O)Nc1ccc(C)cc1C (centres undefined),-3%,·,0%
NC(=O)CC[C@@H]1NC(=O)[C@H](CO)NC(=O)c2cc([N+](=O)[O-])cc(I)c2NCCC[C@@H](C(N)=O)NC(=O)[C@H](Cc2ccc(O)cc2)NC1=O,-10%,-26%,-10%
CC(C)NC(=O)NNC(=O)c1cc(COc2cc(Cl)cc(Cl)c2)on1,2%,0%,1%
O=C(NNS(=O)(=O)c1ccc(Cl)cc1)NC1CCCCC1,-24%,-5%,1%
C/C=C1\COC(C(=O)NCc2ccncc2)(C(F)(F)F)C=C1C=C1CCCCC1 (centres undefined),·,-6%,-4%&-9%
Cc1noc(NS(=O)(=O)c2ccc(NC(=O)CSc3nc4ccccc4s3)cc2)c1C,?,-30%,0%
CC(c1ccco1)N(C(=O)c1ccc(C(F)(F)F)cc1)c1ccccn1 (centres undefined),-1%,-20%,-4%
CCOCCCNC(=O)c1ccc(C2SCC(=O)N2Cc2ccccc2)cc1 (centres undefined),?,-1%,11%
Cc1ccc(NC(=O)c2ccco2)c(NC(=O)CN2C(=O)c3ccccc3C2=O)c1,?,0%,-2%
NC(=O)c1cc2c3ccccc3ccn2c1-c1ccccc1,-3%,2%,-24%
O=C(O)COc1ccccc1C=NNC(=O)c1ccccc1NS(=O)(=O)c1cccs1,-7%,·,11%
SMILES,GCN5L2 inh,N370S GC mod,FEN1 inh
COc1c(Br)cc2c(C)c(C(=O)O)oc2c1Br,3%,11%,-2%
CCc1ccc(NC(=O)COc2coc(CN3CCc4ccccc4C3)cc2=O)cc1,-21%,-25%,-4%
Cc1cccc(N(C(=O)CNC(=O)c2cccs2)C(C(=O)NC2CCCC2)c2ccncc2)c1 (centres undefined),-3%,-26%,1%
O=[N+]([O-])c1cccc(/C=N/NC2CCS(=O)(=O)C2)c1 (centres undefined),12%,-1%,9%
CCn1c(=O)cc(OCC(=O)NCC2CCCO2)c2ccccc21 (centres undefined),-4%[0.501 µM],-14%,-4%
CCS(=O)(=O)N1CCN(S(=O)(=O)c2ccccc2[N+](=O)[O-])CC1,2%,9%,-4%
CN1CCN(C(=S)c2ccc(-c3cc(Cl)ccc3Cl)o2)CC1,-6%,?,-1%
CCOc1ccc(NC(=O)c2cc(SC)ccc2Cl)cc1,-3%,20%,-15%
Cc1ccc(C)c2[nH]c(=O)c(CN(CC3CCCO3)C(=O)NC3CCCCC3)cc12 (centres undefined),-15%,2%,-3%
O=C(NCCc1nc2ccccc2n1Cc1ccc(F)cc1)c1ccco1,-5%,·,-7%
Cc1c(C(C)(C)O)[nH]c2ccc(C#N)cc12,7%,-8%,15%
Cc1ccc(N(Cc2cccs2)C(=O)c2ccccc2Cl)cc1,-15%,·,-14%
NC(=O)C1CCN(Cc2nc3cc(Cl)ccc3c(=O)[nH]2)CC1,-4%,-25%,5%
Cc1ccn2c(=O)nc(SCC(=O)N3CCC(C)CC3)nc2c1,-7%,0%,7%
Cc1ccc(S(=O)(=O)N2CCCN(C)CC2)cc1,-4%,-9%,13%
CCCCc1nn2c(=O)cc(COC(=O)c3cccc(NC(=O)c4cccc(Cl)c4)c3)nc2s1,0%,·,0%
CCOC(=O)C(CC)Sc1cc(C)nc2ccc(OC)cc12 (centres undefined),3%,5%,0%

# Among those listed so far, these contain an aryl thioether with sulfur outside any ring.
SMILES,GCN5L2 inh,N370S GC mod,FEN1 inh
COc1ccc(-n2c(SCC(=O)Nc3ccccc3)nc(O)cc2=O)cc1,-19%,11%,18%
CCOc1ccc(-n2c(=S)sc3c(=O)[nH]c(SCC(=O)N4CCC(C)CC4)nc32)cc1,-4%,7%,-13%
CC(Sc1ccc2nnc(-c3ccc(F)cc3)n2n1)C(=O)O (centres undefined),-7%,4%,-16%
O=C(CSc1nnc(-c2ccc(Br)cc2)n1C1CCCCC1)N1CCCC1,9%,3%,-13%
Cn1c(N)c(C(=O)CSc2nnc(N)s2)c(=O)n(C)c1=O,1%,·,0%
Cc1cc(NC(=O)CSc2nc(CC(C)(C)C)nc3c2c(=O)n(C)c(=O)n3C)no1,-7%,-7%,-3%
CCn1c(SCC(=O)Nc2ccc3[nH]c(=O)[nH]c3c2)nc2ccccc21,-1%,·,-15%
Cc1noc(NS(=O)(=O)c2ccc(NC(=O)CSc3nc4ccccc4s3)cc2)c1C,?,-30%,0%
CCOc1ccc(NC(=O)c2cc(SC)ccc2Cl)cc1,-3%,20%,-15%
Cc1ccn2c(=O)nc(SCC(=O)N3CCC(C)CC3)nc2c1,-7%,0%,7%
CCOC(=O)C(CC)Sc1cc(C)nc2ccc(OC)cc12 (centres undefined),3%,5%,0%

# Complete entries, quoted from the list. Order of values: GCN5L2 inh | N370S GC mod | FEN1 inh
# Record of `CCOC(=O)C(CC)Sc1cc(C)nc2ccc(OC)cc12` (centres undefined) : 3% | 5% | 0%
# Record of `Cc1noc(NS(=O)(=O)c2ccc(NC(=O)CSc3nc4ccccc4s3)cc2)c1C` : ? | -30% | 0%
